G9a block: inhibitors of human histone lysine methyltransferase G9a; G9a H3K9 monomethylation, AlphaScreen, 2 h; Potency, µM (doses to about 102 µM), for the others: at the highest dose activity, negative = inhibition, hits mostly inhibitors; 8.8% of 350,000 active; AID 504332; also: potency is read from the fitted curve at half-maximal effect; % is scaled to controls: 0 for no effect and ±100 for the full control effect; nearly all actives have a fitted effect of over 75% in size
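Readings reflect AlphaScreen signal from monomethyl-H3K9 antibody detection. HMT at 20 nM; substrate b-H3K9 500 nM; cofactor SAM 20 uM; 2 h RT reaction; compounds tested as titrations in qHTS with 15 min preincubation.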
Tb PGK inh: inhibitors of T. brucei phosphoglycerate kinase; Potency, µM (titrated, usually from 57.5 µM), without a hit: at the top dose activity change, negative = inhibition, most hits filed as inhibitors; P07378; 0.043% of 380,000 active; AID 602233; PGK/GAPDH coupled, Kinase-Glo luminescence, 60 min; also: potency is read from the fitted curve at half-maximal effect; % is scaled to controls: 0 for no effect and ±100 for the full control effect; nearly all actives have a fitted effect of over 60% in size
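Recombinant glycosomal PGK reaction used 1,3-bisphosphoglycerate generated in-well by GAPDH (100nM final) in 100mM TEA pH 7.6, 5mM MgCl2, 0.01% Tween-20. After 60 minutes at room temperature, ATP was read by Kinase-Glo Plus luminescence end-point.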
GLS inhibitor: glutaminase GLS (human) inhibition. GLS enzymatic activity, qHTS titration. Potency, µM (top dose mostly 45.5 µM), for the others: at the top dose activity change, negative = inhibition, actives largely listed as inhibitors. 0.21% of 410,000 active; also: potency is read from the fitted curve at half-maximal effect; % is scaled to controls: 0 for no effect and ±100 for the full control effect
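Human kidney-isoform GLS in 45 mM KH2PO4 pH 8.2, 0.02% Tween-20, with compound, started with 1mM L-Glutamine (added stock). Glutamate oxidase/HRP/Amplex red coupled fluorescence read at start and after 30 min at RT.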
PI4K2A block: inhibitors of human PI4K2A; Q9BTU6; purified PI4K2A, ADP-Glo luminescence, 1 h; hits give low values; activity change, negative = inhibition, % at 76.9 µM; 0.13% of 420,000 active; AID 1346378; in the data active = activity change below about -50%; inconclusive = mostly about -30% to -49%;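 also: -100% = wells without enzyme as full effect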
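Compounds are screened against recombinant PI4K2A using PI as substrate and ATP, the latter dispensed at 300 microM. Reactions run one hour at ambient temperature before ADP-Glo detection; full inhibition defined by wells lacking enzyme.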
HP1b chromo inh: inhibitors of HP1-beta chromodomain binding to methylated histone tails; P83916; AlphaScreen HP1-beta / biotin-H3K9me3 peptide binding; Potency, µM (series often up to 114 µM), inactives show at the top dose activity change, negative = inhibition, most hits filed as inhibitors; 0.56% of 390,000 active; AID 540317; also: potency is read from the fitted curve at half-maximal effect; nearly all actives have a fitted effect of over 70% in size; inactives centre near 23
Target sequence (P83916 whole entry, looked up): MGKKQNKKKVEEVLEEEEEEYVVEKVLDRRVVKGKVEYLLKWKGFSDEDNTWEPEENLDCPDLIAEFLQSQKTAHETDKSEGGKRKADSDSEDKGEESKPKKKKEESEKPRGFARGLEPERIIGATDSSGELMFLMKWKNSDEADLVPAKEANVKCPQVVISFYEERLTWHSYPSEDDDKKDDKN
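Compound inhibition of the preformed complex between 50 nM HP1-beta and 50 nM biotinylated H3K9me3 peptide was read by AlphaScreen. Buffer was PBS pH 7.4 with 0.01% Tween-20. Incubations ran 30 min at room temperature, with 10 ug/mL donor/acceptor beads.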
ERG Ets-DNA blk: blocks human ERG Ets domain binding to DNA | AID 624246 | P11308 | fluorescence polarization, His-ERG Ets domain / labelled DNA | 0.028% of 370,000 active | Potency, µM (top dose mostly 76.9 µM), for the others: at the top dose FP activity, negative = inhibition, actives largely listed as inhibitors; active = well fitted inhibition curve with a large enough effect in the polarisation, with a control signal flat; inconclusive = small, poorly fitted or top-dose-only effect, or effect the other way, or a change in a side signal; inactive = no such curve, though single readings can be large or run the other way; the % refers to the polarisation;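 also: polarization taken with two DNA probes labelled with fluorescein and Texas red; potency is read from the fitted curve at half-maximal effect; % of control where 0% means no effect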
Target sequence (P11308 whole entry, looked up, the tested form may be a part): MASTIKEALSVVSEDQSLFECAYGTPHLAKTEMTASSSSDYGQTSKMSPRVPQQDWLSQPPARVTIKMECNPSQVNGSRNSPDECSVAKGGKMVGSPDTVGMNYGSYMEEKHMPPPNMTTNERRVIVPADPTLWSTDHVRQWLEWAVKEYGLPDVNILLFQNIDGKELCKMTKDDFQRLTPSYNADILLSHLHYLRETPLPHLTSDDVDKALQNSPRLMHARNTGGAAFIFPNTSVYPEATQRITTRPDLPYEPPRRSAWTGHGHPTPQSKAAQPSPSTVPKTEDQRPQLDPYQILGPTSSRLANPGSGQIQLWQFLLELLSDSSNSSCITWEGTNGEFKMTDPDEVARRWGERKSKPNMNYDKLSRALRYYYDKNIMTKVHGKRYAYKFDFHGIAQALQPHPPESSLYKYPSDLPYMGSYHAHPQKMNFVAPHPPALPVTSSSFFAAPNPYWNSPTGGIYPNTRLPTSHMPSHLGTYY
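His-tagged ERG Ets domain (1 uM in the protein solution; 300mM KCl, 50mM Tris-HCl, 1mM EDTA, 1mM DTT, pH 7.5) received compound, then a probe mix of 5 nM fluorescein-DNA and 100nM Texas-615-DNA. Fluorescence polarization was read for both dyes.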
BAZ2B inh: blocks human BAZ2B; 4.4% of 360,000 active; AID 504333; Potency, µM (top dose mostly 114 µM), for the others: at the top dose activity change, negative = inhibition, most hits filed as inhibitors; Q9UIF8; AlphaScreen BAZ2B-H3K14Ac peptide displacement; also: potency is read from the fitted curve at half-maximal effect; % is scaled to controls: 0 for no effect and ±100 for the full control effect; nearly all actives have a fitted effect of over 60% in size
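BAZ2B 50 nM plus b-H3(5-23)K14Ac 50 nM, PBS pH 7.4/0.01% Tween-20, 30 min RT; compound added (max 110 uM), 30 min RT; streptavidin donor/Ni-chelate acceptor beads 10 ug/mL final, 20 min dark; AlphaScreen read.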
JMJD2A Tudor inh: blocks the human JMJD2A Tudor domain; AID 504339; 4.4% of 390,000 active; O75164; Potency, µM (top dose mostly 114 µM), inactives show at the highest dose activity change, negative = inhibition, actives largely listed as inhibitors; AlphaScreen JMJD2A-Tudor / H3K4me3 peptide binding; also: potency is read from the fitted curve at half-maximal effect; % is scaled to controls: 0 for no effect and ±100 for the full control effect; nearly all actives have a fitted effect of over 50% in size
Pin1 inh: blocks the human prolyl isomerase Pin1. Q13526. Pin1 FP peptide displacement, HiFluor488, 10 min. Potency, µM (top dose mostly 115 µM), for inactives: at the highest dose activity, negative = inhibition, most hits filed as inhibitors. 0.009% of 390,000 active; active = well fitted inhibition curve with a large enough effect in the polarisation, with a control signal flat, not every such curve was filed as active; inconclusive = small, poorly fitted or top-dose-only effect, or effect the other way, or a change in a side signal; inactive = no such curve, though single readings can be large or run the other way; the % refers to the polarisation; also: potency is read from the fitted curve at half-maximal effect; % is scaled to controls: 0 for no effect and ±100 for the full control effect
Target sequence (Q13526 whole entry, looked up): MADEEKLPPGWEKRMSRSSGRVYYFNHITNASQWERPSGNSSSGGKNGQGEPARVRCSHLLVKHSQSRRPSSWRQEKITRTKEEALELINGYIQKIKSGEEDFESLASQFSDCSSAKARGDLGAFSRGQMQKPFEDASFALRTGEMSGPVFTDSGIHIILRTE
* hit, by the source's call; i = inactive; ? = inconclusive; nt = not tested or not shown; & = joins results of further samples; [ ] = dose if it differs, or a comment. Unless noted, calls follow the shape of the dose curve; as a rule, active = well fitted curve in the direction sought with a large enough effect; inconclusive = small, poorly fitted or top-dose-only effect, or another doubt; inactive = no such curve, though single readings can be large; an effect the other way counts as inactive or inconclusive.

SMILES	G9a block	Tb PGK inh	GLS inhibitor	PI4K2A block	HP1b chromo inh	ERG Ets-DNA blk	BAZ2B inh	JMJD2A Tudor inh	Pin1 inh
COC(=O)N1CCc2c(sc(NC(=O)C3=COCCO3)c2C#N)C1	-5%	i	3%	-1	33%	11%	6%	-2%	1%
CCOC(=O)C(C)(C)Oc1cccc2c1S(=O)(=O)c1ccccc1-2	nt	-10%	5%	-3	26%	1%	nt	13%	-2%
Cn1c(CN2CCCCC2)nc2cc(NC(=O)c3cccs3)ccc21	4%[59 µM]	3%	19%	8	24%	-4%	-11%	-5%	-1%
C#CCOC(=O)CCCNc1ccc([N+](=O)[O-])cc1[N+](=O)[O-]	-23%[59 µM]	-11%	2%	-9	-22%	0%	50µM*	56µM*	-6%
COc1ccc(C2c3c(n(C)c4ccccc34)C(=O)N2CC(=O)Nc2c(C)cc(C)cc2C)cc1 (centres undefined)	?	-8%	-2%	0	-5%	1%	-33%	-28%	12%
Cc1cccc(-n2c(SCc3ccc([N+](=O)[O-])cc3)nnc2-c2c[nH]c3ccccc23)c1	45µM*	i	-6%	-3	-20%	8%	-27%	?	-7%
C=CCc1ccc(OCCOCCNCCOC)c(OC)c1	-3%	5%	8%	-3	27%	2%	-10%	-22%	-4%
CCCCCOc1ccc(CN2CCOCC2)cc1Cl	-44%[12.7 µM]	-2%	7%	-4	63%[activator]	8%	-1%	-24%	2%
N/C(=N\OC(=O)c1ccc2c(c1)OCO2)c1cccnc1	-2%[0.501 µM]	-11%	0%	-10	37%	0%	2%	-4%	-2%
CCN(C[C@H]1N[C@@](Cc2ccccc2)(C(=O)OC)[C@H]2C(=O)N(Cc3ccccc3)C(=O)[C@@H]12)C(=O)Nc1ccc(Cl)cc1	nt	-1%	-6%	6	37%	12%	nt	-12%	9%
COc1ccc(CCNC(=O)CSc2nc(O)c(CCC(C)C)c(=O)[nH]2)cc1OC	-4%[59 µM]	0%	23%	2	21%	nt	12%	-7%	-11%
CN1C(=O)CC(N2CCC(c3nc4ccccc4s3)CC2)C1=O (centres undefined)	-37%[59 µM]	-5%	6%	1	22%	-5%	6%	-17%	1%
COC(=O)NCC(c1ccc2c(c1)OCO2)N1CCN(c2ccccc2)CC1 (centres undefined)	9%	-2%	17%	-6	18%	1%	-39%	-20%	3%
O=[N+]([O-])c1ccc(N2CCN(c3ccc(Cl)nn3)CC2)cc1NC1CC1	nt	3%	4%	-7	57%[activator]	-9%	nt	-9%[57.1 µM]	?
CC(=O)c1c(Cl)nc2cccc3c2c1-c1ccccc1C3=O	28µM*	-1%	0%	-2	4%	-12%	-27%	-34%	?
COc1ccc(C(=O)COC(=O)c2ccc(Cl)nc2)c(OC)c1	-31%	1%	4%	-8	-7%	-10%	79µM*	-14%	-2%
CC(=O)Nc1cc(NC(C)=O)c(CC(C)C)s1	-2%[12.7 µM]	-10%	-10%	-5	45%[activator]	3%	6%	-15%[11.4 µM]	-1%
CC(C(=O)c1ccccc1)[n+]1cccc(Br)c1 (centres undefined)	3%	5%	49%[activator]	32	30%	4%	6%	6%	-1%
Cc1ccc(NC(=O)/C=C/c2ccc(S(=O)(=O)N3CCOCC3)cc2)cc1S(=O)(=O)N(C)C	nt	i	-3%	1	23%[57 µM]	8%	nt	-15%	57%[activator]
COC(=O)[C@@H](Cc1ccccc1)NC(=O)Cn1cc(C)c(=O)[nH]c1=O	nt	-8%	2%	-3	24%	-8%	nt	-10%	-2%
Cc1cccc(C(=O)OCc2cncs2)c1	nt	-6%	-1%	2	51%[activator]	2%	2%	6%	-2%
S=c1[nH]cc(-c2ccccc2)n1-c1ccccc1Cl	?	6%	-20%	-2	-1%	-1%	-38%	50µM*	0%
O=C(NCCC1=CCCCC1)C1CCC(CNc2c(N3CCCC3)c(=O)c2=O)CC1 (centres undefined)	-1%	i	0%	0	21%	25%	-1%	7%	-2%
Cc1c(NC(=O)c2cccc3c(Cl)cccc23)cccc1-c1nc2ccccc2o1	33%[59 µM]	-9%	1%	1	59%[activator]	1%	-4%	-9%	4%
C=CCn1cc(F)c(=O)n(CC=C)c1=O	12%	i	-2%	-2	25%	4%	4%	-12%	-1%
COc1ccc(CC(=O)OCC(=O)c2ccc[nH]2)cc1	7%[59 µM]	i	-7%	-2	26%	1%	11%	-11%	-1%
CC(=O)Nc1ccc(S(=O)(=O)Oc2ccc(C(=S)N3CCCCC3)cc2)cc1	?	-8%	-13%	-6	?	1%	?	?	-5%
O=C(OCC1OC(Oc2ccc(O)cc2)C(O)C(O)C1O)c1ccccc1 (centres undefined)	2%[12.7 µM]	0%	-11%	0	40%[activator]	10%	5%	-13%	-12%
O=C(COc1ccc2ccc(=O)oc2c1)NCCCn1ccnc1	23%	-8%	2%	2	21%	-4%	?	-18%	-2%
O=[N+]([O-])c1ccc(S(=O)(=O)CC2CSc3nc4ccccc4n32)cc1 (centres undefined)	-8%[59 µM]	2%	11%	1	24%	-6%	8%	-12%	-4%
Cc1cccc(C(=O)N[C@H](C(=O)OCC(=O)NC2CCS(=O)(=O)C2)C(C)C)c1 (some centres undefined)	-21%[59 µM]	-3%	6%	-5	15%	-4%	8%	-15%	3%
COc1ccc(CNC(=O)CCCn2ccc3cc(S(=O)(=O)N4CCCC4)ccc32)cc1	19%	-4%&-6%	6%&2%	5&0	27%&8%	-11%&7%	-37%&-20%	-25%&-13%	4%&-1%
O=C(CNC(=S)N(CCCN1CCOCC1)Cc1cccs1)NC1CCCC1	-4%	0%	7%	0	37%	14%	-7%	-2%	-7%
CC(C)Sc1ncc(Cl)c(C(=O)Nc2ccc(S(=O)(=O)Nc3ncccn3)cc2)n1	?	i	15%	3	19%	-3%	-15%	-15%	-7%
Cc1cccc(S(=O)(=O)c2cn(C)c3cc(N4CCN(c5ccccc5)CC4)c(F)cc3c2=O)c1	-5%[59 µM]	2%	4%	-10	42%[activator]	8%	8%	-16%	-4%
COC(=O)c1ccccc1NC(=O)c1cc(C2CC2)on1	4%[59 µM]	-2%	2%	-7	94%[activator]	?	4%	20%	12%
CCOC(=O)N1CCc2c(sc3c2c(=O)n(CCc2ccccc2)c(=O)n3Cc2ccc(C)cc2C)C1	-29%[59 µM]	-1%	-2%	-14	26%	2%	-29%	-7%	-3%
O=C(c1cc(F)ccc1F)C1CCCN(C(=O)c2ccc(F)cc2Cl)C1 (centres undefined)	9%	14%	1%	1	15%	1%	4%	-9%	6%
CCCS(=O)(=O)N1CCC(C(=O)N2CCCC2)CC1	13%[12.7 µM]	8%	8%	1	18%	2%	-5%	-4%	3%
Cc1ccc(S(=O)(=O)c2cc3cc(Br)ccc3oc2=O)cc1	?	-3%	3%	-1	10%	-4%	7%	-5%	-3%
CCCCCCCCSc1nnc(-c2ccc(OC)cc2)o1	41%[59 µM]	-22%	3%	7	256%	2%	71%[activator]	141%[activator]	0%
O=C(NCc1ccccc1)c1ccccc1C(=O)c1ncc[nH]1	13µM*	1%	0%	2	29%	4%	?	-2%	0%
CC(C(=O)Nc1ccccc1Oc1ccccc1)c1ccccc1 (centres undefined)	60%[activator][59 µM]	-8%	3%	0	176%[activator]	-2%	85%[activator]	106%[activator]	-1%
Cc1c(CNC(C)CCc2ccccc2)c(C(=O)O)c(C)n1Cc1ccc(F)cc1 (centres undefined)	-2%[59 µM]	19%	-10%	-1	15%	0%	1%	-16%	-6%
O=C(Nc1ccccc1)OCCNC1CCCCC1	nt	-3%	-20%	0	42%[activator]	-19%	nt	-9%	-7%
COC(=O)C(C)Oc1ccc(Cl)c(CN2OCC(C)(C)C2=O)c1 (centres undefined)	nt	-2%	-4%	4	-15%	-3%	nt	-14%	-12%
O=C(C1CCC(=O)N(C2CC2)C1)N1CCC(Oc2cccc(C(F)(F)F)c2)CC1 (centres undefined)	32%[12.7 µM]	-10%	-1%	-5	29%	5%	-11%	-19%	-1%
CCN(CC)S(=O)(=O)c1ccc2c(c1)N(CC(=O)N1CCN(c3cccc(Cl)c3)CC1)C(=O)CO2	-22%[59 µM]	2%	-2%	0	25%	-7%	0%	-15%	12%
CCN(N=Nc1cccc([N+](=O)[O-])c1)c1cccc([N+](=O)[O-])c1	?	-11%	3%	10	-34%	6%	?	?	-7%
CCc1oc2ccccc2c1C(=O)c1cc(Br)c(O)c(Br)c1	-13%	-9%	12%&0%	4&-1	0%	7%	?	-32%	-21%
COc1cc(Cl)ccc1NC(=S)N(CCN(C)C)C(C)c1ccncc1 (centres undefined)	4%[12.7 µM]	-2%	7%	-5	26%	-8%	-1%	-10%	-2%
CSc1ccc(CCNC(=O)CCCn2c(=O)c3cccn3c3ccccc32)cc1	14µM*	-7%	3%	-8	-1%	-4%	-31%	?	11%
CCCNC(=O)CSc1nnc(-c2ccc(F)cc2)o1	-4%	-8%	8%	3	40%[activator]	-10%	-13%	-6%	-3%
CCOc1ccc(/C=C2/SC(=S)N(n3c(C)ccc3C)C2=O)cc1	10µM*	-8%	4%	3	14µM*	1%	11µM*	22µM*	2%
O=C(CCNC(=O)c1ccco1)Nc1ccccc1	3%	6%	1%	4	4%	6%	-2%	-12%	3%

Source: PubChem
